Screening results deposited in PubChem BioAssay by National Center for Advancing Translational Sciences (NCATS).
ATXN2 expr inh = inhibitors of ATXN2 expression; HEK-293 ATXN2-luciferase reporter, luminescence, 24 h; Potency, µM (titrated, usually from 57 µM), inactives show at the highest dose activity change, negative = inhibition, usual class: inhibitors; 0.72% of 360,000 active; AID 1745845; active = well fitted inhibition curve with a large enough effect; inconclusive = small, poorly fitted or top-dose-only effect; inactive = no such curve, though single readings can be large or run the other way; also: nearly all actives have a fitted effect of over 55% in size
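qHTS (up to 57 uM final) was run with 24 h compound exposure of reporter cells at 37 °C. Each well was multiplexed: SteadyGlo luminescence measured ATXN2-luciferase expression after a fluorogenic Gly-Phe-AFC viability readout (25 uM final).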
Numbers without * were called inactive; u = inconclusive; & = joins results of further samples; [ ] = dose if it differs, or a comment. % is scaled to controls: 0 for no effect and ±100 for the full control effect; potency is read from the fitted curve at half-maximal effect. The list is partial; rates above refer to the full screens.

no. | canonical_smiles | ATXN2 expr inh
1 | NS(=O)(=O)OC[C@@H]1C[C@@H](n2ccc3c(N[C@H]4CCc5ccccc54)ncnc32)C[C@H]1O | u
2 | CN(C)c1ccc(Nc2nc(N)n(C(=O)c3c(F)cccc3F)n2)cc1 | u
3 | CC(C)c1cc(C(C)C)c(CC(=O)NS(=O)(=O)Oc2c(C(C)C)cccc2C(C)C)c(C(C)C)c1 | u
4 | CCN(CC)CCNC(=O)c1ccc2nc(-c3ccccc3)c(-c3ccc(CN4CCC(n5c(=O)[nH]c6ccccc65)CC4)cc3)nc2c1 | 27µM*
5 | COc1ccc(-c2oc3cc(OC)ccc3c2C(=O)c2ccc(C#N)cc2)cc1 | -15%
6 | O=C(O)c1ccc(-c2cc3cccnc3c(-c3ccc4nonc4c3)n2)cc1 | -24%
7 | CCOc1cc2ncc(C#N)c(Nc3ccc(F)c(Cl)c3)c2cc1NC(=O)C=CCN(C)C | 22µM*
8 | COc1ccc(COc2cc3oc(=O)c4cc(C(C)O)ccc4c3cc2OC)cc1 (stereo not drawn) | u
9 | NC(=O)Nc1sc(-c2ccc(F)cc2)cc1C(N)=O | u
10 | CCOC(=O)C1=C(N)Oc2ccc(Br)cc2C1C(C#N)C(=O)OCC (stereo not drawn) | u
11 | CC[C@H](NC(=O)[C@H](C)NC)C(=O)N1C[C@@H](O)C[C@H]1Cc1c(-c2[nH]c3cc(F)ccc3c2C[C@H]2C[C@H](O)CN2C(=O)[C@H](CC)NC(=O)[C@H](C)NC)[nH]c2cc(F)ccc12 | -6%
12 | COc1ccc([C@@H]2CC(=O)c3c(O)cc(O[C@@H]4O[C@H](CO[C@@H]5O[C@@H](C)[C@H](O)[C@@H](O)[C@@H]5O)[C@@H](O)[C@H](O)[C@@H]4O)cc3O2)cc1O | 12%&8%
13 | NC(=O)c1ccc(N(C(N)=O)c2c(F)cccc2F)nc1-c1ccc(F)cc1F | -17%
14 | NC(=O)NN=Cc1ccc([N+](=O)[O-])o1 | -17%
15 | CC(C)C[C@H](NC(=O)c1cc2ccccc2s1)C(=O)N1CCN(C(=O)[C@H](CO)NS(=O)(=O)c2ccc(Cl)cc2Cl)CC1 | u
16 | N=c1ccn2c(n1)O[C@H]1[C@@H](O)[C@@H](CO)O[C@H]12 | u
17 | CC(C)(C)NC(=O)[C@H]1CN(Cc2cccnc2)CCN1C[C@@H](O)C[C@@H](Cc1ccccc1)C(=O)N[C@H]1c2ccccc2C[C@H]1O | u
18 | CC(=O)NC(C)c1ccc(Oc2ccc(OC(C)C)cc2)cc1 (stereo not drawn) | 11%
19 | O=c1cc(N2CCOCC2)oc2c(-c3cccc4c3sc3ccccc34)cccc12 | -18%
20 | Nc1ncnc2nc(-c3ccc(N4CCOCC4)nc3)cc(-c3cccc(Br)c3)c12 | 7%
21 | C[C@H]1O[C@@H](n2cc(F)c(=O)[nH]c2=O)[C@H](O)[C@H]1O | u
22 | O=c1[nH]c(=O)n([C@H]2C[C@@H](O)[C@@H](CO)O2)cc1C(F)(F)F | u
23 | CC(=O)N[C@H]1[C@@H]([C@H](O)[C@H](O)CO)OC(C(=O)O)=C[C@@H]1N=C(N)N | -2%
24 | CCC(CC)[C@H](NC(C)=O)[C@@H]1[C@H](O)[C@@H](C(=O)O)C[C@@H]1N=C(N)N | 3%
25 | CC(C)(O)CCc1ccc(OCc2cc(-c3cccc(OC(F)F)c3)c3ncccc3c2)cc1 | 4%
26 | COc1ccccc1[C@H](c1cccc2ccccc12)[C@@](C)(C#N)C(=O)N1CCC(c2cccc(C(F)(F)F)c2)CC1 | u
27 | NC(=O)c1ncn([C@@H]2O[C@H](CO)[C@@H](O)[C@@H]2O)n1 | 44%[activator]
28 | O=C(O)c1ccc(-c2c[nH]c3ncc(-c4ccccc4)cc23)cc1C1CCCC1 | 4%
29 | CC(C)C[C@H](NC(=O)CNC(=O)c1cc(Cl)ccc1Cl)B(O)O | 0.31µM*
30 | N#Cc1c(N(CC(=O)O)CC(=O)O)sc(C(=O)O)c1CC(=O)O | -7%
31 | Cn1cc(C[C@@H](N)C(=O)O)c2ccccc21 | -4%[25.6 µM]
32 | CN(N=O)C(=O)N[C@H]1C(O)OC(CO)[C@@H](O)[C@H]1O (stereo partly drawn) | 17%
33 | Cn1cc(-c2cnn3c(N)c(Br)c([C@H]4CCCNC4)nc23)cn1 | 0.39µM*
34 | C[C@@H]1CN(Cc2ccc(F)cc2)[C@@H](C)CN1C(=O)c1cc2c(C(=O)C(=O)N(C)C)cn(C)c2cc1Cl | -17%
35 | Cc1cccc(-c2[nH]c(C(C)(C)C)nc2-c2ccc3c(c2)OCO3)n1 | 15µM*
36 | Nc1nc(=O)n([C@H]2CSC(CO)O2)cc1F (stereo partly drawn) | -5%
37 | CCCCC(C=O)NC(=O)C(CC(C)C)NC(=O)OCc1ccccc1 (stereo not drawn) | u
38 | CN(C)CCOc1cc(-c2cn[nH]c2)ccc1NC(=O)C1COc2ccccc2O1 (stereo not drawn) | -16%
39 | Cc1cnc(CNC(=O)c2c(=O)c3ccc(N4CCCN(C)CC4)nc3n3c2sc2ccccc23)cn1 | u
40 | CN(C(=O)c1ccc(F)cc1C(F)(F)F)C1CCN(c2nnc(-c3ccnn3C)c3ccccc23)CC1 | u
41 | Cn1cc(-c2ccncc2)c(-c2ccc(OCc3ccc4ccccc4n3)cc2)n1 | u
42 | C[C@H](CCC(=O)O)[C@H]1CCC2C3C[C@H](O)[C@@H]4C[C@H](O)CC[C@]4(C)C3CC[C@@]21C (stereo partly drawn) | 0%
43 | CCCS(=O)(=O)Nc1ccc(F)c(C(=O)c2c[nH]c3ncc(-c4ccc(Cl)cc4)cc23)c1F | u
44 | C[C@H](NC(=O)C(C#N)=Cc1cccc(Br)n1)c1ccccc1 | 22µM*
45 | C[C@@H]1[C@H](C)CC[C@]2(C(=O)O)CC[C@]3(C)C(=CC[C@@H]4[C@@]5(C)CC[C@H](O)C(C)(C)[C@H]5CC[C@]43C)[C@@H]12 | 56µM*
46 | O=C(C=Cc1c(C(=O)O)[nH]c2cc(Cl)cc(Cl)c12)Nc1ccccc1 | 7%
47 | C=CC(=O)Nc1cc2c(Nc3ccc(F)c(Cl)c3)ncnc2cc1C#CC(C)(C)N1CCN(C)CC1 | u
48 | O=C(O)CO.[NH2-].[NH2-].[Pt+2] | -14%
49 | CC(C)CNc1ccnc(NCc2csc(-c3ccccc3)n2)n1 | u
50 | COC1CCC(N(C(=O)C2CCC(C)CC2)c2cc(C3=CCCCC3)sc2C(=O)O)CC1 (stereo not drawn) | -1%

Quoted from above: entries 45–50
no. | canonical_smiles | ATXN2 expr inh
45 | C[C@@H]1[C@H](C)CC[C@]2(C(=O)O)CC[C@]3(C)C(=CC[C@@H]4[C@@]5(C)CC[C@H](O)C(C)(C)[C@H]5CC[C@]43C)[C@@H]12 | 56µM*
46 | O=C(C=Cc1c(C(=O)O)[nH]c2cc(Cl)cc(Cl)c12)Nc1ccccc1 | 7%
47 | C=CC(=O)Nc1cc2c(Nc3ccc(F)c(Cl)c3)ncnc2cc1C#CC(C)(C)N1CCN(C)CC1 | u
48 | O=C(O)CO.[NH2-].[NH2-].[Pt+2] | -14%
49 | CC(C)CNc1ccnc(NCc2csc(-c3ccccc3)n2)n1 | u
50 | COC1CCC(N(C(=O)C2CCC(C)CC2)c2cc(C3=CCCCC3)sc2C(=O)O)CC1 (stereo not drawn) | -1%

Next part:
no. | canonical_smiles | ATXN2 expr inh
51 | O=C(C=CC#Cc1cccc(NS(=O)(=O)c2ccccc2)c1)NO | -55%
52 | CN(C[C@@H]1COCCO1)S(=O)(=O)Nc1ccc2ccc3ncc(-c4cnn(C)c4)cc3c(=O)c2c1 | u
53 | CN(C)c1ccc(C2Nc3ccc4ccccc4c3C3=C2C(=O)CC(C)(C)C3)cc1Br (stereo not drawn) | -13%
54 | CCOc1ccccc1N=Nc1c(C)[nH]n(-c2nc(-c3ccccc3)cs2)c1=O | 8%
55 | CC(C)Oc1ccc(C(=O)N[C@H](CNC(=O)CN(C)C)Cc2ccc(-c3cn4cccc([C@H](C)O)c4n3)cc2)cc1Cl | u
56 | OCCn1cc(-c2cnc3nnn(Cc4ccc5ncccc5c4)c3n2)cn1 | -11%
57 | Cc1cc(-c2ccc(CC(=O)Nc3ccc(-c4cccnc4)cc3)cc2)ccn1 | -6%
58 | Cn1cnc(=N)c2[nH]cnc21 | 292%[activator]
59 | CC(=O)N[C@@H]1[C@H](O[C@@H]2c3ccc(c(Cl)c3)Oc3cc4cc(c3O[C@H]3O[C@H](CO)[C@@H](O)[C@H](O)[C@H]3NC(=O)CCCCCCCC(C)C)Oc3ccc(cc3Cl)C[C@H]3NC(=O)[C@H](N)c5ccc(O)c(c5)Oc5cc(O)cc(c5)[C@H](NC3=O)C(=O)N[C@H]4C(=O)N[C@H]3C(=O)N[C@@H]2C(=O)N[C@@H](C(=O)O)c2cc(O)cc(O[C@H]4O[C@H](CO)[C@@H](O)[C@H](O)[C@H]4O)c2-c2cc3ccc2O)O[C@H](CO)[C@@H](O)[C@@H]1O | -3%
60 | N#Cc1ccc(NC(=O)Nc2ccccc2Br)c2n[nH]nc12 | 8%
61 | Cn1cc(C2=C(c3c4n(c5ccccc35)CCC(CN)C4)C(=O)NC2=O)c2ccccc21 (stereo not drawn) | 24µM*
62 | O=C1NC(=O)C(=Cc2ccc3c(c2)OC(F)(F)O3)S1 | 51%[activator]
63 | C[C@]12CC[C@H](O)CC1=CCC1C2CC[C@]2(C)C(n3cnc4ccccc43)=CCC12 (stereo partly drawn) | u
64 | CC(=O)OCC(=O)[C@@]1(O)CC[C@H]2[C@@H]3CCC4=CC(=O)CC[C@]4(C)[C@@H]3C(=O)C[C@@]21C | -2%
65 | CC1(C)SCCN(S(=O)(=O)c2ccc(OCC#CCO)cc2)[C@@H]1C(=O)NO | -14%
66 | O=C(c1ccc(F)cc1)N1CCC[C@H](c2nc(-c3ccc(F)cc3)no2)C1 | 16%
67 | Cc1cc(N2CCOCC2)cc2[nH]c(-c3c(NC[C@@H](O)c4cccc(Cl)c4)cc[nH]c3=O)nc12 | u
68 | COc1ccc(CCC(=O)Nc2nc3ccc(Cl)cc3s2)cc1OC | u
69 | Nc1ccc(-c2ccc3ncc4ccc(=O)n(-c5cccc(C(F)(F)F)c5)c4c3c2)cn1 | u
70 | CCN(CC)CCOc1ccc(Nc2ncc3cc(-c4c(Cl)cccc4Cl)c(=O)n(C)c3n2)cc1 | 1.7µM*
71 | CC(C)OC(=O)CCCC=CC[C@@H]1[C@H](C=C[C@@H](O)COc2cccc(C(F)(F)F)c2)[C@H](O)C[C@@H]1O | u
72 | Cc1cc(C(C)Nc2ccccc2)c2nc(N3CCOCC3)cc(=O)n2c1 (stereo not drawn) | 4%
73 | Cn1cc(C=CC(=O)c2cccc(F)c2)cc1C=CC(=O)NO | 36%[activator]
74 | O=C(Nc1cccnc1)N1CCC(Cc2cccc(Oc3ccc(C(F)(F)F)cn3)c2)CC1 | u
75 | CC(=O)OCC(=O)[C@@]1(O)[C@H](C)C[C@H]2[C@@H]3C=C(C)C4=Cc5c(cnn5-c5ccccc5)C[C@]4(C)[C@@H]3[C@@H](O)C[C@@]21C | 27µM*
76 | COc1cc(Nc2nc3ccccc3nc2NS(=O)(=O)c2ccc(NC(=O)c3ccc(C)c(OC)c3)cc2)cc(OC)c1 | 6%
77 | CC(=O)C1=C(O)C=C2Oc3c(C(C)=O)c(O)c(C)c(O)c3C2(C)C1=O (stereo not drawn) | 12%
78 | Oc1cc(O)cc(C=Cc2ccc(O)c(O)c2)c1 | 37%[activator]
79 | CCCCc1nc2cc(C=CC(=O)NO)ccc2n1CCN(CC)CC | 113%[activator]
80 | NC(=O)[C@@H](CCC(F)(F)F)N(Cc1ccc(-c2ncon2)cc1F)S(=O)(=O)c1ccc(Cl)cc1 | u
81 | CCCCCCCCCCCCCC(=O)N[C@H](CO)[C@H](O)c1ccc([N+](=O)[O-])cc1 | 10%
82 | CCCCCCCCc1ccc(CCC(N)(CO)CO)cc1 | 31µM*
83 | OC[C@H]1OC(O)C[C@@H](O)[C@H]1O (stereo partly drawn) | 8%
84 | CC1=C(CC(=O)O)c2cc(F)ccc2C1=Cc1ccc(S(C)=O)cc1 (stereo not drawn) | u
85 | COc1cc(O)c2c(c1)C(=O)c1cc(C)cc(O)c1C2=O | 4%[25.6 µM]
86 | COc1cc(C)c(C=CC(C)=CC=CC(C)=CC(=O)O)c(C)c1C | u
87 | Cc1c(CCOc2ccc(C(=O)O)cc2)c2cc(Cl)ccc2n1C(c1ccccc1)c1ccccc1 | -20%
88 | CN(C)CCCN=c1c2ccccc2n(C)c2[nH]c(=O)n(C)c(=O)c12 | 17µM*
89 | O=C(C=Cc1ccc(O)cc1)c1ccc(O)cc1O | 39%[activator]
90 | CC(=O)OCCN1C(=O)c2c(C)nc3ccc(S(=O)(=O)N4CCOCC4)cc3c2C1=O | 2%
91 | COc1ccc(-c2c(-c3ccc(O)cc3O)n[nH]c2C)cc1 | u
92 | COc1ccc(C=Cc2cc(OC)c(OC)c(OC)c2)cc1NC(=O)[C@H](N)CO | -11%
93 | COc1c(C)cnc(Cn2cnc3c(Cl)nc(N)nc32)c1C | 0.19µM*
94 | Cc1ccc(C(=O)Nc2ccc(CN3CCN(C)CC3)c(C(F)(F)F)c2)cc1C#Cc1cnc2cccnn12 | 19µM*
95 | CC(C)CN(C[C@@H](O)[C@H](Cc1ccccc1)NC(=O)O[C@H]1CO[C@H]2OCC[C@H]21)S(=O)(=O)c1ccc(N)cc1 | -3%
96 | CCOc1ccc(Cc2cc([C@@H]3O[C@H](CO)[C@@H](O)[C@H](O)[C@@H]3O)ccc2Cl)cc1 | 0%
97 | NC(=O)C1CCCc2c1[nH]c1ccc(Cl)cc21 (stereo not drawn) | -18%
98 | COc1cc2c(NC3CCN(C(C)C)CC3)nc(C3CCCCC3)nc2cc1OCCCN1CCCC1 | 22µM*
